Compound activity deposited in PubChem BioAssay by National Center for Advancing Translational Sciences (NCATS).
GPT2 inhibitor: Primary qHTS assay for inhibitors of Glutamate pyruvate transaminase 2 (GPT2) | 100,000 compounds, 0.25% hits | Recombinant GPT2, coupled pyruvate oxidase/HRP Amplex Red fluorescence | Potency, µM (top dose mostly 57.7 µM), inactives show at the top dose activity change, negative = inhibition, hits mostly inhibitors; also: potency is read from the fitted curve at half-maximal effect; nearly all actives have a fitted effect of over 60% in size; many of its hits are not listed in these tables
Target sequence (Q8TD30 whole entry, looked up): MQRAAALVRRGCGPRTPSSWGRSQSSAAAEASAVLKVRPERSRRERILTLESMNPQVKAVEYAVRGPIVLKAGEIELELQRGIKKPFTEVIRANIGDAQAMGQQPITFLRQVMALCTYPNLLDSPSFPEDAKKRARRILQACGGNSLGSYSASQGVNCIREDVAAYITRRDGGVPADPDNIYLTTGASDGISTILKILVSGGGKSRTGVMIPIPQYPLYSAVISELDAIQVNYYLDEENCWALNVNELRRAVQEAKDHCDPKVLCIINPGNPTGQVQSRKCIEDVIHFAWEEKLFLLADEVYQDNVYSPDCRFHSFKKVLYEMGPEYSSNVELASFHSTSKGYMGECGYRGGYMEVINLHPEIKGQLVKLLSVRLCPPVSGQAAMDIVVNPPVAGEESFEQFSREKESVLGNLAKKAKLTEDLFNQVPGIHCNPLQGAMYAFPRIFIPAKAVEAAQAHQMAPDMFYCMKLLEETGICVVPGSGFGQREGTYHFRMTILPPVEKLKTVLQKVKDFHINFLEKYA
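Inhibition is scored from Amplex Red fluorescence generated when pyruvate oxidase and HRP act on pyruvate released by GPT2. Reactions contain 10ng/uL enzyme, 250uM a-KG and 2mM L-alanine and run 30 min at room temperature.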
Luciferase inh: Firefly luciferase inhibition profiling of diverse chemical library using quantitative high-throughput screening. Luciferin 4-monooxygenase (Photinus pyralis), P08659. purified P. pyralis luciferase, luminescence, biochemical. Potency, µM (highest dose often 115 µM), inactives show top-dose activity change, negative = inhibition, most hits filed as inhibitors. 76,000 compounds, 2.5% hits. AID 1347043, 2019; also: potency is read from the fitted curve at half-maximal effect; nearly all actives have a fitted effect of over 65% in size
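Inhibitors were tested against purified firefly luciferase in a biochemical, low-substrate format (both substrates at 10uM) and luminescence measured with a CCD imager.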
HEK cytotox: Cytotoxic Profiling in HEK 293 Cell Line of Diverse Libraries Using Quantitative High-Throughput Screening. HEK 293 viability, ATP luminescence (CellTiter-Glo), 48-72 h. Potency, µM (titrated, usually from 115 µM), for inactives: at the highest dose activity change, negative = cytotoxicity, usual class: inhibitors. 94,000 compounds, 6.6% hits. AID 1345083, 2018; also: potency is read from the fitted curve at half-maximal effect; nearly all actives have a fitted effect of over 60% in size
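ATP-coupled CellTiter-Glo luminescence served as viability read-out, recorded 10 min after reagent addition at room temperature. HEK 293 cells, 250 cells/well, had been incubated with pintool-transferred compound for 48 or 72 hr at 37 degree Celsius.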
SNCA viab count: GF-AFC viability counterscreen for inhibitors of alpha-synuclein gene (SNCA) expression; HEK-293-SNCA-luc viability, GF-AFC fluorescence, 24 h; Potency, µM (top dose mostly 57.1 µM), for the others: at the highest dose activity change, negative = cytotoxicity, actives largely listed as cytotoxic; 150,000 compounds, 0.12% hits; AID 1671193, 2021;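 also: potency is read from the fitted curve at half-maximal effect; 0% = DMSO-treated cells and -100% = medium-only wells without cells; nearly all actives have a fitted effect of over 30% in size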
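Cytotoxicity counterscreen: after 24 h compound treatment of genome-edited SNCA-luciferase HEK-293 cells, live-cell protease substrate GF-AFC read by fluorescence after 30 min; activity scaled between DMSO (0%) and medium-only (-100%), curves Hill-fitted.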
IP6K1 inhibitor: Primary qHTS assay for small molecule inhibitors of Inositol hexaphosphate kinase 1 (IP6K1) | Inositol hexakisphosphate kinase 1 (Homo sapiens), Q92551 | IP6K1 kinase, ADP-Glo luminescence, 2 h; stronger effect = lower value | 140,000 compounds, 0.81% hits | activity change, % (series mostly up to about 58 µM) | AID 1645851, 2021; in the data active = activity change below about -25%
Target sequence (Q92551 whole entry, looked up): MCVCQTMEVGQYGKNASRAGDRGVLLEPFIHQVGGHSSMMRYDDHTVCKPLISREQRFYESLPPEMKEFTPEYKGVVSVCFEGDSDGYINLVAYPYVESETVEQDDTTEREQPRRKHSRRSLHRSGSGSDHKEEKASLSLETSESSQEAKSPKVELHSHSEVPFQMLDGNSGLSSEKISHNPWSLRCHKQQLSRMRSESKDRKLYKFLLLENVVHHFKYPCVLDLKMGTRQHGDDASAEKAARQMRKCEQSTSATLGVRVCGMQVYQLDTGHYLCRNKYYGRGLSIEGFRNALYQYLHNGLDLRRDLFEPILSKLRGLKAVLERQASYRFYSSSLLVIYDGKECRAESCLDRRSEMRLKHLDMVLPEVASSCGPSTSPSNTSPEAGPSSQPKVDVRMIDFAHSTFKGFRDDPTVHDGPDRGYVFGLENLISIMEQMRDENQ
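ADP-Glo luminescence measures ADP made by human IP6K1 during a 2 h RT reaction with ATP/IP6 (mix at 1.3 mM/130 uM); top library doses 57.5 and 19.1 uM final.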
SNCA expr inh: Primary qHTS assay for inhibitors of alpha-synuclein gene (SNCA) expression; 140,000 compounds, 0.17% hits; HEK-293 SNCA-luciferase knock-in, luminescence, 24 h; AID 1671194, 2021; Potency, µM (titrated, usually from 57.2 µM), for the others: top-dose activity change, negative = inhibition, actives largely listed as inhibitors;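 also: potency is read from the fitted curve at half-maximal effect; plate controls were DMSO cells for no effect and cell-free wells for full effect; nearly all actives have a fitted effect of over 45% in size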
3T3 cytotox: Cytotoxic Profiling in NIH 3T3 Cell Line of Diverse Libraries Using Quantitative High-Throughput Screening. NIH 3T3 viability, CellTiter-Glo ATP luminescence, 48-72 h. Potency, µM (top dose mostly 96.7 µM), without a hit: at the highest dose activity change, negative = cytotoxicity, most hits filed as inhibitors. 94,000 compounds, 4.3% hits. AID 1345082, 2018; also: potency is read from the fitted curve at half-maximal effect; nearly all actives have a fitted effect of over 55% in size
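First NIH 3T3 cells are plated at 400 cells/well; next compound is pinned in; then plates incubate 48 or 72 hr at 37 °C; finally CellTiter-Glo is added and luminescence read after 10 min.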
An asterisk follows results filed as active; i = inactive; ? = inconclusive; nt = no result given; [ ] = another dose, or the depositor's remark. Unless noted, calls follow the shape of the dose curve; as a rule, active = well fitted curve in the direction sought with a large enough effect; inconclusive = small, poorly fitted or top-dose-only effect, or another doubt; inactive = no such curve, though single readings can be large; an effect the other way counts as inactive or inconclusive. Unless noted, % is scaled to controls: 0 for no effect and ±100 for the full control effect. This is a subset (hit frequency here may not be typical).

Values run as follows: GPT2 inhibitor, Luciferase inh, HEK cytotox, SNCA viab count, IP6K1 inhibitor, SNCA expr inh, 3T3 cytotox
Cc1oc2ccn(C)c(=O)c2c1C(=O)NCc1cc(F)ccc1F
 : -2%, 1%, -1%, 2%, 5, 33%[activator], -5%
Fc1cccc(-n2cc(CN3CC[C@H]4CC[C@@H](C3)N4)cn2)c1
 : i, 0%, -18%, -5%, 4, 37%[activator], ?
Cc1ccc(C(=O)N2C[C@@H](F)[C@@H](OCc3nc4ccccc4n3C)C2)cc1
 : 0%[88.5 µM], -1%[172 µM], -16%[172 µM], 6%[87.6 µM], -5, -20%[87.6 µM], 3%[138 µM]
COCC1CN(C2CCC2)CC12CCN(C(=O)c1cccc(C)c1)CC2 (configuration not stated)
 : i, 6%, ?, -7%, -13, 7%, -20%
CC(=O)NCCCC(=O)N1CCC2(CC1)CN(C(=O)NC(C)C)Cc1ccccc1O2
 : -4%, nt, i, 4%, 2, 3%, i
CC(C)C1(O[C@@H]2O[C@H](CO)[C@@H](O)[C@H](O)[C@H]2O)CC=C(CO)CC1 (some centres not stated)
 : i, nt, nt, 4%, -12, nt, nt
COc1ccc(S(=O)(=O)N2CCC(Cc3nncn3C)CC2)cc1
 : i, -6%, -14%, -11%, 0, 48%[activator], -4%
COCc1nncn1C1CCN(C(=O)Cc2ccccc2Cl)CC1
 : -4%, 6%, 1%, -3%, 0, -19%, -24%
CC(C)Oc1cccc(-c2nnc(CCC(=O)NC3CCCCC3)c(=O)[nH]2)c1
 : -2%, -19%, -1%, 1%, 1, 16%, -8%
Cc1ccn2c(=O)cc(CSc3nnc(C)s3)nc2c1
 : nt, nt, nt, 11%, 13, 83%[activator], nt
Cc1ccc(Nc2c3c(nc4ccccc24)CCC3)cc1F
 : nt, nt, nt, ?, -23, ?, nt
COc1cc(CNCCCSc2nnnn2C)cc(Br)c1OC
 : nt, nt, nt, -17%, 1, 6%, nt
Cc1noc(C)c1S(=O)(=O)N1CC(N(Cc2cccnc2)CC(C)C)C1
 : 1%, -5%, ?, 0%, 7, ?, -29%
CCCn1cnc2cc(NCc3ccccc3OCC)ccc21
 : nt, nt, nt, -9%, 18, 48%[activator], nt
CCOCCOC1CCN(C(=O)CCc2c[nH]c3ccccc23)CC1
 : i, -11%, 4%, 9%[12.5 µM], 26, 1%, 2%
O=C(C[C@H]1NC(=O)c2ccccc2NC1=O)NCCc1ccccn1
 : i, 2%, -7%, 4%, 5, ?, i
O=C(Nc1ccc(-c2cccc(F)c2)cc1)C1CCCN1Cc1ccc(CO)o1 (configuration not stated)
 : i, ?, 35µM*, -4%, 1, 19%, ?
COCCCN1C(=O)c2oc3ccccc3c(=O)c2C12C(=O)N(C)c1ccccc12 (configuration not stated)
 : nt, nt, nt, 4%, -14, 30%[activator], nt
Cc1ccc(CSc2nc3cccnc3n2Cc2ccc(C(=O)NCc3ccco3)cc2)cc1
 : nt, nt, nt, -15%, -3, 6%, nt
CN(CC=CC#CC(C)(C)C)Cc1cccc2ccccc12
 : 3%, nt, nt, 3%, nt, -5%, nt
Cc1cnc(C(=O)N2CCC3(CC2)CC(CO)N(C(=O)c2ccccc2)C3)cn1 (configuration not stated)
 : i, 7%, 4%, 2%, -10, 32%[activator], i
O=C(O)CCc1cccc(O)c1O[C@@H]1O[C@H](CO)[C@@H](O)[C@H](O)[C@H]1O
 : i, nt, nt, -26%, 9, nt, nt
COc1ccc(C(=O)N2CCn3c(nnc3-c3ccc(OC)cc3)C2)cc1
 : 2%, -18%, -15%, -13%, -2, 36%[activator], -18%
CC1(c2ccccc2)N(Cc2ccc(O)cc2)C(=O)OC12CCN(CC1CC1)CC2 (configuration not stated)
 : i, -5%[172 µM], ?, -22%[87.6 µM], -3, -16%[87.6 µM], 79µM*
Cc1nnc([C@@H]2CC(F)(F)CN2C(=O)c2n[nH]c3ccccc23)o1
 : i, -1%, i, 3%, 1, 26%, -4%
Cc1ccccc1S(=O)(=O)N1CCCCCCNC(=O)[C@@H]2CCC[C@@H]21
 : 0%, -10%, ?, -7%, -5, -12%, ?
O=C(NC1CCCCC1)c1ccc2c(c1)N(Cc1cccc(Cl)c1)C(=O)c1ccccc1S2(=O)=O
 : nt, nt, nt, 3%, -5, -15%, nt
Cc1noc(C)c1[S+](=O)([O-])N1CCCC2(CC(c3ccccn3)=NO2)C1 (configuration not stated)
 : i, nt, 4%, -7%, 9, 15%, -5%
CCNC(=O)CCc1cc2ccc(C)cc2[nH]c1=O
 : -11%, -4%, -2%, 6%, 16, -10%, 2%
CC(C)NC(=O)c1ccc2oc(-c3ccnc(Cl)c3)nc2c1
 : 1%[88.5 µM], nt, ?, -6%[12.5 µM], 15, 61%[activator][87.6 µM], -22%[138 µM]

An excerpt from above in order of number of heavy atoms, low to high:
Values run as follows: GPT2 inhibitor, Luciferase inh, HEK cytotox, SNCA viab count, IP6K1 inhibitor, SNCA expr inh, 3T3 cytotox
Cc1noc(C)c1[S+](=O)([O-])N1CCCC2(CC(c3ccccn3)=NO2)C1 (configuration not stated)
 : i, nt, 4%, -7%, 9, 15%, -5%
COc1ccc(C(=O)N2CCn3c(nnc3-c3ccc(OC)cc3)C2)cc1
 : 2%, -18%, -15%, -13%, -2, 36%[activator], -18%
Cc1ccc(CSc2nc3cccnc3n2Cc2ccc(C(=O)NCc3ccco3)cc2)cc1
 : nt, nt, nt, -15%, -3, 6%, nt

Next section.
Values run as follows: GPT2 inhibitor, Luciferase inh, HEK cytotox, SNCA viab count, IP6K1 inhibitor, SNCA expr inh, 3T3 cytotox
COc1ccc(NC(=O)c2cc3c(s2)CN(C2CCCC2)C3)c(C)c1
 : ?, 35%, ?, -4%, 18, 10%, ?
CC(C)(C)c1oc(C(N)=O)cc1CN1CCCC(CO)(CC2CC2)C1 (configuration not stated)
 : -35%, 1%, -17%, -11%, 27, 20%, -18%
Cc1ccccc1N1Cc2c(NC3CCCC3)ncnc2N(C)CC1=O
 : ?, -2%, -23%, -4%, 3, 6%, -31%
COc1cccc(-c2ccc(C(=O)NCCNC(=O)NC3CCCC3)cc2)c1
 : nt, nt, -16%, nt, -6, nt, -28%
COCCNC(=O)CSc1nc(-c2ccccc2C)nc2c1c(=O)n(C)c(=O)n2C
 : nt, nt, nt, 3%, 0, -5%, nt
O=C(c1ccc2c(c1)N(C(=O)C1CC1)CC2)N1CCCC1
 : 3%, -14%, -9%, -1%, 2, 0%, ?
CC(=O)N1CCN(C(=O)C2CCN(c3nccc(Nc4ccccc4Cl)n3)CC2)CC1
 : i, nt, ?, -9%[12.5 µM], 10, 2%, ?
COc1cccc(CNC(=O)Cn2ccn3nc(-c4ccc(F)cc4)c(CO)c3c2=O)c1
 : 2%, 0%, -5%, -5%, 12, -12%, -2%
C[N+](C)(C)CCCCCC[N+](C)(C)C
 : i, nt, nt, -13%, 1, -6%, nt
Cc1[nH]nc(C(=O)N[C@@H]2COCC[C@@H]2OCc2ccccc2)c1Cl
 : 0%, 4%, -13%, -17%, -1, 4%, -24%
CC(C)N1CCC(N2CCCC2C(=O)Nc2cccc(-n3cccn3)c2)CC1 (configuration not stated)
 : -6%, 12%, i, -9%, 7, 8%, -11%
CCOC(=O)CCNC(=O)N1CCCC(c2nc(-c3cnccn3)no2)CCNC(=O)CC1 (configuration not stated)
 : -10%, -7%, -5%, 3%, 18, 17%, -14%
CC1(C)CC[C@]2(C(=O)O[C@@H]3O[C@H](CO)[C@@H](O)[C@H](O)[C@H]3O)CC[C@]3(C)C(=CCC4[C@@]5(C)CC[C@H](O[C@@H]6O[C@H](C(=O)O)[C@H](O)[C@H](O)[C@H]6O)C(C)(C)C5CC[C@]43C)[C@@H]2C1 (some centres not stated)
 : i, nt, nt, -2%[23.9 µM], -6, nt, nt
C#CCNC(=O)[C@@H]1CCCN1C(=O)c1cccc(-c2ccccc2OC)c1
 : -8%, nt, -22%, 6%[12.5 µM], -3, 6%, -12%
COc1cccc(-c2ccnc3c(-c4ccccc4)c(C)nn23)c1
 : nt, nt, nt, -10%, 4, 55%[activator], nt
COCCN1CCCC2(CCN(C(=O)c3ccc(Cl)s3)C2)C1=O (configuration not stated)
 : -1%, -8%, -21%, 2%, 6, 19%, -33%
Cc1ccc(-n2c(=O)c3ccc(C(=O)NCc4ccco4)cc3n(Cc3cccc(Cl)c3)c2=O)cc1
 : nt, nt, nt, -1%, 15, -10%, nt
Cc1cc(=O)n(CC(=O)Nc2ccccc2C)c(N2CCc3ccccc3C2)n1
 : i, 0%, ?, ?, 12, ?, ?
O=C1COc2ccc(Nc3ccccc3F)nc2CN1Cc1ccccc1F
 : 0%[88.5 µM], -9%[172 µM], ?, -26%[87.6 µM], -2, -19%[87.6 µM], ?
CC(C)c1ccc(C(=O)Nc2cccc3cccnc23)cc1
 : nt, nt, nt, 2%, 2, 160%[activator], nt
COc1ccc(CCCc2nnc(SCC(=O)Nc3cccc(C)c3)o2)cc1
 : nt, nt, nt, -3%, -33*, -11%, nt
Cc1ccc(CSc2nnc3[nH]c(=O)cc(C)n23)cc1
 : nt, nt, nt, 10%, 15, 18%, nt
CCOC(=O)N1CCc2c(sc3c2c(=O)n(-c2ccc(CC)cc2)c(=O)n3Cc2cccc(OC)c2)C1
 : nt, nt, nt, 10%, 11, 5%, nt
Cc1cc(C(=O)N2C[C@@H](COCC(N)=O)[C@H](c3ccncc3)C2)c(C)o1
 : -7%, -1%, -14%, 2%, -8, -23%, -9%
O=C(Nc1ccccc1)C1=NO[C@@H]2CN(c3ccnc(N4CCOCC4)c3)C[C@H]12
 : i, 7%[172 µM], ?, 8%[87.6 µM], 62, 6%[87.6 µM], ?

An excerpt of these results, as labelled records:
canonical_smiles: Cc1cc(C(=O)N2C[C@@H](COCC(N)=O)[C@H](c3ccncc3)C2)c(C)o1
  GPT2 inhibitor: -7% | Luciferase inh: -1% | HEK cytotox: -14% | SNCA viab count: 2% | IP6K1 inhibitor: -8 | SNCA expr inh: -23% | 3T3 cytotox: -9%
canonical_smiles: O=C(Nc1ccccc1)C1=NO[C@@H]2CN(c3ccnc(N4CCOCC4)c3)C[C@H]12
  GPT2 inhibitor: i | Luciferase inh: 7%[172 µM] | HEK cytotox: ? | SNCA viab count: 8%[87.6 µM] | IP6K1 inhibitor: 62 | SNCA expr inh: 6%[87.6 µM] | 3T3 cytotox: ?
